RmlC RmlD mix: inhibitors of RmlC and RmlD coupled enzymes; RmlC/RmlD coupled enzyme inhibition, 384-well mixture HTS; inhibition, % at 5.5 µM; 110,000 compounds, 0.39% hits; AID 1532; in the data active means inhibition above about 30%, passing the limit was not always enough; inconclusive means no clear call, values can overlap the other calls; further: strong numbers were not always called active
HIV RNase H inh: blocks HIV-1 RNase H cleavage of RNA/DNA duplex | RT-RNase H RNA/DNA duplex cleavage, fluorescence | AID 565 | inhibition, % at 10 µM | P04585 | 65,000 compounds, 1.9% hits; in the data active means inhibition above about 50%
* = called active by the depositor; ? = inconclusive; . = not tested or not shown. Not all compounds are listed. The share of hits here may be higher or lower than overall.

Preview, 5 compounds:
SMILES	RmlC RmlD mix	HIV RNase H inh
CC(C)(C)c1csc(NC(=O)c2ccc3nccnc3c2)n1	-8.1	.
CCOC(=O)c1c(NC(=O)CSc2nnc(-c3ccccc3C)n2C)sc(C(C)=O)c1C	-4.2	28.4
CCOC(=O)CSc1n[nH]c(NC(=O)c2cccc(C)c2)n1	10.1	.
CCc1ccc(C(=O)CSc2n[nH]c(C)n2)cc1	0.8	-6.4
Cc1cccc(NC(=O)COc2ccc3oc4c(c3c2)CCCC4)n1	-9.6	.

Main list, previewed entries included:
SMILES	RmlC RmlD mix	HIV RNase H inh
CC(C)(C)c1csc(NC(=O)c2ccc3nccnc3c2)n1	-8.1	.
CCOC(=O)c1c(NC(=O)CSc2nnc(-c3ccccc3C)n2C)sc(C(C)=O)c1C	-4.2	28.4
CCOC(=O)CSc1n[nH]c(NC(=O)c2cccc(C)c2)n1	10.1	.
CCc1ccc(C(=O)CSc2n[nH]c(C)n2)cc1	0.8	-6.4
Cc1cccc(NC(=O)COc2ccc3oc4c(c3c2)CCCC4)n1	-9.6	.
O=C(NCc1cc(C(F)(F)F)cc(C(F)(F)F)c1)C1CC(c2cccc(F)c2)=NO1 (stereo unspecified)	2.6	.
C=CCSc1nnc(CSc2nc3sc4c(c3c(=O)[nH]2)CCCC4)n1-c1ccccc1	-6.7	5.3
Cn1c(N2CCCCC2)nc2c1c(=O)[nH]c(=O)n2C	5.4	-5.8
CCCc1nc2ccccc2c(=O)n1/N=C/c1ccccc1O	-7.5	2.4
COc1cccc(NC(=O)C2CC(=O)N(C)C(=Nc3cccc(F)c3)S2)c1 (stereo unspecified)	-1.0	-12.5
CN=C1S/C(=C\c2cccn2-c2cccc(Br)c2)C(=O)N1C	-10.9	.
CCOC(=O)c1ccc(NCn2c(=O)oc3ccccc32)cc1	-2.4	-20.3
CCN(CC)C(=O)c1sc2nc(N3CCOCC3)c3c(c2c1N)CCCC3	-90.2	.
C#CCOCCOCCOCCNc1nc(N2CCN(C(=O)[C@H](C)n3cc(CCCN=C(N)N)nn3)CC2)nc(N2CCN(C(=O)[C@H](C)n3cc(CCCN=C(N)N)nn3)CC2)n1	-10.6	.
CC1(C)Cc2c(C#N)c(N3CCN(C(=O)c4ccccc4Cl)CC3)nc(-c3ccco3)c2CS1	-20.5	.
C=CCOc1cccc(C2C(C(=O)c3ccco3)=C(O)C(=O)N2CCN2CCOCC2)c1 (stereo unspecified)	11.8	3.4
Cc1onc(-c2ccccc2Cl)c1C(=O)NCCn1ccc2ccccc21	12.6	16.3
O=C(c1cccc(S(=O)(=O)N2CCCCC2)c1)N1CCCCC1	-7.7	-11.5
N#Cc1ccccc1CSc1ccc(-c2nc3ccccc3[nH]2)cn1	9.8	.
CN1CCN(C(=O)c2ccc(-c3nn(C)c(=O)c4ccccc34)cc2)CC1	12.0	-9.4
O=C(c1ccco1)N1CCN(c2cc(=O)n(C3CCCCC3)c(=O)[nH]2)CC1	-0.3	-16.4
O=C1c2ccccc2C(=O)N1n1c(=O)[nH]c2ccccc2c1=O	-13.0	-2.3
O=C(CN1CCN(S(=O)(=O)c2ccc(Cl)cc2)CC1)Nc1ccc(F)cc1F	17.9	-4.4
COc1ccc(N(C(=O)Cc2cccs2)C(C(=O)NC2CCCCC2)c2cccn2C)cc1 (stereo unspecified)	-11.4	.
Nc1cc(=O)[nH]c(=S)n1-c1cccc(C(F)(F)F)c1	-5.7	.
(further entries)
SMILES	RmlC RmlD mix	HIV RNase H inh
Cn1c(SCc2ccccc2F)nc2cccnc21	-7.6	-23.3
COCc1[nH]nc2c1C(c1ccnc3ccccc13)C(C#N)=C(N)O2 (stereo unspecified)	-10.8	7.3
Cc1onc(-c2c(F)cccc2Cl)c1C(=O)NCc1ccccn1	-16.2	-10.2
CCn1nc(C(=O)OCC(=O)N2c3ccccc3CC2C)c2ccccc2c1=O (stereo unspecified)	-5.8	-5.0
COc1cc(NC(=O)C2CC(=O)NC3=C2C(=O)CCC3)cc(OC)c1 (stereo unspecified)	3.3	.
Cc1cc(CN2C(=O)c3ccccc3C2=O)on1	5.5	-6.2
CCC/C(O)=C1\C(=O)CC(C)(C)CC1=Nc1ccc(OC)cc1OC	-2.9	-12.2
CCCCNC(=O)OCC(CC)NC(=O)OCC(C)C (stereo unspecified)	-1.2	.
C=CCn1c(CCNC(=O)c2cccs2)nnc1SCC(=O)c1cccc([N+](=O)[O-])c1	3.0	.
CCC1=Nc2cc(C(=O)NCCCOC)ccc2Sc2ccccc21	-11.2	.
C#Cc1ccc([C@@H]2C=C(C(=O)N3CCOCC3)O[C@H](OCc3ccc(CO)cc3)C2)cc1	4.8	.
Nc1cc(OC(=O)c2ccco2)nn1S(=O)(=O)c1ccc(F)cc1	8.1	29.0
CCOc1nnnc2c1sc1nc(N3CCOCC3)c3c(c12)CC(C)(C)OC3	.	-3.8
O=C1C2=C(SCCS2)C(=O)N1c1ccccc1	7.4	-12.4
CCS(=O)(=O)Nc1ccc(-c2nnc(SCC(=O)OC)o2)cc1	6.8	-1.3
COc1cccc(C2CC(=O)NC3=C2C(=O)CCC3)c1 (stereo unspecified)	-5.5	-0.6
COc1ccc(Nc2c3c(c(C#N)c4nc5ccccc5n24)CCC3)cc1	-0.2	.
COc1ccc(S(=O)(=O)NCC(c2cccnc2)N2CCN(c3ccccc3OC)CC2)cc1C (stereo unspecified)	2.1	-20.0
CN(C)C(/C=C/Nc1ccccc1F)=C(C#N)C#N	11.4	.
O=C(CCC1(C(=O)O)CCC(=O)NC1)NCc1ccccc1 (stereo unspecified)	7.0	27.2
Cc1ccccc1NC(=O)CN1C(=O)S/C(=C\c2cccn2-c2cccc(C(=O)O)c2)C1=O	-7.3	.
COc1ccc(/C=N/NC(=O)c2cc(-c3ccccc3OC)nc3ccccc23)cc1COC(C)=O	9.4	.
O=c1[nH]c(CN2CCN(c3ccccc3Cl)CC2)nc2ccsc12	4.0	-1.5
COC(=O)c1cc2ccsc2n1CC(=O)Nc1cc(C)cc(C)c1	8.2	42.9
Cc1ccc(NC(=O)c2cc(-c3ccco3)on2)cc1	2.6	-14.3
Going on with the list:
SMILES	RmlC RmlD mix	HIV RNase H inh
O=C(Nc1ccc(-c2nc3c(ccc4ccccc43)o2)cc1)c1ccco1	-16.1	.
O=C(COC(=O)c1ccccc1Cl)Nc1nccs1	-9.8	.
Cc1ccccc1-n1c(SC/C(O)=C(\C#N)c2nc3ccccc3[nH]2)nnc1-c1ccncc1	8.1	13.7
CCn1c2ccccc2c2cc(Nc3cc(C)nc4ncnn34)ccc21	27.5	-21.7
Cc1ccccc1CSCCNS(C)(=O)=O	6.6	.
CCN(CC)C(=O)c1ccc(N2C(=O)C3CC=C(Cl)CC3C2=O)cc1 (stereo unspecified)	10.7	-10.0
CCN1C(=O)CSc2ccc(C(=O)OC)cc21	.	-15.8
COc1cccc2c1C(=O)O/C2=C/c1ccc2c(c1)OCO2	-20.7	.
NC(=O)CC[C@@H]1NC(=O)[C@@H]2CCCN2C(=O)c2cc([N+](=O)[O-])cc(F)c2NCCC[C@@H](C(N)=O)NC1=O	-71.2	.
O=C(O)C1=C[C@H](c2ccc(C(F)(F)F)cc2)C[C@H](OCCCCO)O1	-212.4	.
CCOc1cccc(-c2nnc(SCC(=O)Nc3cc(OC)cc(OC)c3)n2N)c1	-10.4	7.3
COc1cc(/C=N/NC(=O)C(C)n2nnc3ccccc32)ccc1O (stereo unspecified)	-5.7	.
O=C(NC(=S)NC1CC1)c1cccnc1	5.1	.
Cc1ccnc(NC(=O)CCC(=O)N(CC(=O)NC(C)(C)C)C2CCCC2)c1	6.3	-2.9
O=C(CCC(=O)OCC(=O)c1ccc(Cl)cc1)NC1CCCCC1	3.9	.
CCC(=O)Nc1nnc(SCCOC)s1	-2.1	.
CCOc1ccccc1OCCCCN1CCCC1	4.7	-0.8
Cc1nc2ccc(NC(=O)NCCO)cc2s1	-10.4	.
CCCC1=C(C(=O)OCC)C2(C(=O)Nc3ccc(C)cc32)C(C#N)=C(N)O1 (stereo unspecified)	15.2	12.0
COc1ccc2c(c1)c(C(=O)CN1CCN(C(=O)c3ccco3)CC1)c(C)n2C	2.2	-5.8
CCN(CC)CCCn1c(=S)[nH]c2cc(OC)c(OC)cc2c1=O	6.8	.
O=S(=O)(c1ccc(NCCc2c[nH]c3ccccc23)nc1)N1CCOCC1	9.5	-33.0
CSC1CCCCC1(O)CSc1nc2ccccc2o1 (stereo unspecified)	3.0	-6.0
O=C(CSc1ccccc1)N1CCC2(CC1)OCCO2	6.7	-9.7
Cc1noc(C)c1C(=O)Nc1ccc(Cl)cc1C(F)(F)F	30.2	0.3
Continuation.
SMILES	RmlC RmlD mix	HIV RNase H inh
Cc1ccccc1NC(=O)c1cccc(S(=O)(=O)Oc2ccc([N+](=O)[O-])cc2)c1	-10.6	.
CCOC(=O)c1c(N)n(CCN2CCCCC2)c2nc3ccccc3nc12	38.5*	1.6
COc1ccc(CCNC(=O)C2CCN(S(C)(=O)=O)CC2)cc1	-2.0	.
COc1nc(-c2ccccc2)ccc1-c1noc(C)n1	0.7	-17.8
COC(=O)C1=C(C)NC(=O)/C1=C\c1ccco1	6.6	.
Cc1cc(S(=O)(=O)Nc2ccc(F)cc2)c(C)s1	5.4	.
CCCC(CCC)C(=O)OC1C[C@H]2CC[C@@H](C1)[N+]2(C)C (stereo partly specified)	-1.6	-5.7
COc1ccccc1NC(=O)CSc1nncn1-c1cccnc1	4.9	.
CC(C)COC(=O)CCNc1n[nH]c(=O)[nH]c1=O	-12.1	2.9
CC(C)c1nc(SCC(=O)N2CCCc3ccccc32)c2c(=O)n(C)c(=O)n(C)c2n1	-4.2	.
COc1ccc(CCn2c(SCC(=O)Nc3cc(C)on3)nc3ccccc3c2=O)cc1OC	.	-0.2
O=C1C(=O)N(Cc2ccco2)C(c2cccc(Cl)c2)/C1=C(\O)c1ccc2c(c1)OCCO2 (stereo unspecified)	5.6	-2.4
CCCCC(=O)Nc1cc2nn(-c3ccc(OC)cc3)nc2cc1C	121.4	49.2
O=C(NCCCN1CCOCC1)NC1CCCCC1	-8.2	.
O=C(CSC1=NCCN1)NC12CC3CC(CC(C3)C1)C2	-9.4	-10.8
O=c1cccc(-c2ccc(Br)cc2)o1	-16.9	-8.5
O=C(NCC1CCCO1)c1nc2c(nnn2Cc2ccc(F)cc2)c(=O)[nH]1 (stereo unspecified)	-1.8	-0.2
O=C(Nc1ccc2c(c1)OCO2)c1ccc2c(c1)S(=O)(=O)c1ccccc1C2=O	8.1	.
CCOC(=O)c1sc2ncnc(NCC(c3cccs3)N(C)C)c2c1C (stereo unspecified)	-0.9	-10.0
CSc1ncc(Cl)c(C(=O)NCc2ccc3c(c2)OCO3)n1	-15.9	-13.9
CN(C)S(=O)(=O)N(CC(=O)Nc1ccc2ccccc2c1)c1ccccc1	-0.8	.
C/C=C/C(=O)Nc1cccc(C2=NOC3(C2)C[C@H](C(N)=O)N(C(=O)c2ccccc2C(=O)c2ccccc2)C3)c1 (stereo partly specified)	-6.2	.
CC1(C)C(=O)Nc2ccccc2N1C(=O)COC(=O)CCSc1ccccc1	7.7	.
COc1ccc(OCC(=O)Nc2cc(-c3nn(C)c(=O)c4ccccc34)ccc2OC)cc1	-40.0	.
O=C(Cc1ccccc1)N/N=C/c1ccccc1OCc1ccc(Cl)cc1	4.3	.

Ordered by molecular weight (high to low): part of the list above
SMILES	RmlC RmlD mix	HIV RNase H inh
O=C(NCC1CCCO1)c1nc2c(nnn2Cc2ccc(F)cc2)c(=O)[nH]1 (stereo unspecified)	-1.8	-0.2
COc1ccccc1NC(=O)CSc1nncn1-c1cccnc1	4.9	.
O=c1cccc(-c2ccc(Br)cc2)o1	-16.9	-8.5

Carrying on.
SMILES	RmlC RmlD mix	HIV RNase H inh
COC(=O)CCCC1=CC2=CC(=O)C(C)(OC(=O)c3cccs3)C(=O)C2=CN1CC1CC1 (stereo unspecified)	1.9	.
CC(C)C[C@H](NC(=O)Nc1cccc(C(F)(F)F)c1)C(=O)O	5.1	-5.4
CC1(C)CC(=O)C(C=Nc2ccc3[nH]ncc3c2)=C(O)C1	14.9	-11.5
CCOC(=O)c1cnc(-n2nc(C)cc2C)nc1NCCc1ccccc1	-0.5	-20.3
Cc1cccn2c(=O)c3cc(C(=O)N4CCN(C(=O)c5ccco5)CC4)n(C)c3nc12	.	-4.8
CCOC(=O)c1c(C)c(C(=O)Nc2ccc(N(C)C)cc2)c(C)n1CC	11.8	19.5
C/C=C/C(=O)OCC(=O)Nc1nc2ccc(C)cc2s1	-5.0	.
Cc1ccc(CNC(N)=S)cc1	-8.9	.
COc1ccc(OC)c(C(=O)CN2C(=O)NC(C)(c3ccccc3)C2=O)c1 (stereo unspecified)	-12.0	-0.3
COc1cccc(OC)c1OCCN(C)C	-14.3	.
Cc1ccc2cc(CCNC(=O)c3ccc4c(c3)OCO4)c(=O)[nH]c2c1C	-8.9	.
CC(=O)c1ccc(OC(=O)C(CCS(C)(=O)=O)N2C(=O)c3ccccc3C2=O)cc1 (stereo unspecified)	-5.7	.
Cc1oc(-c2cccc(Cl)c2)nc1CSCC(=O)O	-8.3	.
O=C(Cn1c(=O)sc2ccccc21)Nc1ccc(S(=O)(=O)N2CCCC2)cc1	3.9	7.8
COc1ccc2cc3cc(C(=O)N4CCN(c5ccccc5)CC4)oc3nc2c1	-8.1	.
CCOC(=O)c1ccccc1NC(=O)CSc1nnc(C(C)C)n1CC	-9.7	.
Cc1occc1C(=O)NNC(=O)Cc1ccccc1	-17.4	.
O=S1(=O)N=CN(Cc2cccc(F)c2)c2ccccc21	?	-8.1
COc1ccccc1C(=O)O/N=C(/C)c1ccc(N2C(=O)C3CCCCC3C2=O)cc1 (stereo unspecified)	3.1	.
CCOc1cc2c(cc1OCC)C(C(=O)O)C(c1cc(OC)c(OC)c(OC)c1)N(C)C2=O (stereo unspecified)	-7.5	-3.9
CCCCOc1ccccc1Cn1c(=O)oc2ccccc21	-9.5	-18.6
Cc1cc(C)n(-c2ncnc3sc(C)c(C)c23)n1	-10.7	-4.4

An excerpt of these results, with two lines to a compound:
Sequence of screens – RmlC RmlD mix | HIV RNase H inh
> Cc1cccn2c(=O)c3cc(C(=O)N4CCN(C(=O)c5ccco5)CC4)n(C)c3nc12
  . | -4.8
> CC(C)C[C@H](NC(=O)Nc1cccc(C(F)(F)F)c1)C(=O)O
  5.1 | -5.4
